# PI4K2A inh – blocks human PI4K2A kinase activity; Q9BTU6; purified PI4K2A, ADP-Glo luminescence, 1 h; hits give low values; activity change, negative = inhibition, % at 76.9 µM; actives 0.13% (n = 420,000); AID 1346378; in the data active = activity change below about -50%; inconclusive = mostly about -30% to -49%;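 also: -100% = wells without enzyme as full effect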
#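 Compounds are screened against recombinant PI4K2A using PI as substrate and ATP, the latter dispensed at 300 microM. Reactions run one hour at ambient temperature before ADP-Glo detection; full inhibition defined by wells lacking enzyme.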
# ERG-DNA inh – inhibitors of human ERG Ets domain-DNA interaction. P11308. fluorescence polarization, His-ERG Ets domain / labelled DNA. Potency, µM (series often up to 76.9 µM), for inactives: at the top dose FP activity, negative = inhibition, usual class: inhibitors. actives 0.028% (n = 370,000). AID 624246; active = well fitted inhibition curve with a large enough effect in the polarisation, with a control signal flat; inconclusive = small, poorly fitted or top-dose-only effect, or effect the other way, or a change in a side signal; inactive = no such curve, though single readings can be large or run the other way; the % refers to the polarisation;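 also: polarization taken with two DNA probes labelled with fluorescein and Texas red; potency is read from the fitted curve at half-maximal effect; % of control where 0% means no effect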
# Target sequence (P11308 whole entry, looked up, the tested form may be a part): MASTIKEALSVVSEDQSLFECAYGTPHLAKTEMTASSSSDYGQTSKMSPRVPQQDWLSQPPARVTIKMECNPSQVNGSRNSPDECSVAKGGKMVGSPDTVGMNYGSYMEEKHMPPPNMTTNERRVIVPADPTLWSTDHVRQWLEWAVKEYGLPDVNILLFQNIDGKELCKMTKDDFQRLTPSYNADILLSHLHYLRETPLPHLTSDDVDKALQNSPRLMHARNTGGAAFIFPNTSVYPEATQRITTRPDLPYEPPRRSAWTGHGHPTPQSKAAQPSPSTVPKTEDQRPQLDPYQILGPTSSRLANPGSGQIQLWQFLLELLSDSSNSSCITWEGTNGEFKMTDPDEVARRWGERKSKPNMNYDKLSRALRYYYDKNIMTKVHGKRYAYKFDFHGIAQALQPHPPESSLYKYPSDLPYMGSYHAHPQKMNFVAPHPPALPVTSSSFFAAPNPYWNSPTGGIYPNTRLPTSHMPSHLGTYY
#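 His-tagged ERG Ets domain (1 uM in the protein solution; 300mM KCl, 50mM Tris-HCl, 1mM EDTA, 1mM DTT, pH 7.5) received compound, then a probe mix of 5 nM fluorescein-DNA and 100nM Texas-615-DNA. Fluorescence polarization was read for both dyes.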
# ALOX12 inh – inhibitors of human 12S-lipoxygenase ALOX12; actives 1.1% (n = 580,000); purified 12hLO, xylenol orange hydroperoxide absorbance; P18054; Potency, µM (highest dose often 108 µM), inactives show at the highest dose activity change, negative = inhibition, actives largely listed as inhibitors; also: potency is read from the fitted curve at half-maximal effect; % is scaled to controls: 0 for no effect and ±100 for the full control effect
#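 Purified human 12hLO (150 nM final) in 25 mM Hepes, 0.01% Triton X-100, pH 7.0 was preincubated 15 min at room temperature with compound. Then 40 uM arachidonic acid was added, 30 min. Hydroperoxide was read by Fe-XO absorbance ratio 573/405 nm.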
# JMJD2A Tudor inh – inhibitors of human JMJD2A Tudor domain; O75164; AlphaScreen JMJD2A-Tudor / H3K4me3 peptide binding; Potency, µM (doses to about 114 µM), without a hit: top-dose activity change, negative = inhibition, hits mostly inhibitors; actives 4.4% (n = 390,000); AID 504339; also: potency is read from the fitted curve at half-maximal effect; % is scaled to controls: 0 for no effect and ±100 for the full control effect; nearly all actives have a fitted effect of over 50% in size
# GLS inh – glutaminase GLS (human) inhibition; actives 0.21% (n = 410,000); GLS enzymatic activity, qHTS titration; O94925; Potency, µM (titrated, usually from 45.5 µM), for inactives: at the highest dose activity change, negative = inhibition, hits mostly inhibitors; also: potency is read from the fitted curve at half-maximal effect; % is scaled to controls: 0 for no effect and ±100 for the full control effect
#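 Read-out is an Amplex red fluorescence increase coupled through glutamate oxidase and HRP, measured before and after 30 min room-temperature incubation. hKGA is in 45 mM KH2PO4 (pH 8.2) with 0.02% Tween-20; glutamine added as 1mM solution.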
# RGS4 inh – inhibitors of human regulator of G protein signaling 4; Transcreener GDP fluorescence polarization, RGS4-accelerated GTP hydrolysis; actives 0.039% (n = 390,000); AID 504845; P49798; Potency, µM (series often up to 114 µM), inactives show at the highest dose activity change, negative = inhibition, actives largely listed as inhibitors; also: potency is read from the fitted curve at half-maximal effect; % is scaled to controls: 0 for no effect and ±100 for the full control effect; nearly all actives have a fitted effect of over 75% in size; some results filed as inactive show a strong effect at the top dose
# Target sequence (P49798 whole entry, looked up): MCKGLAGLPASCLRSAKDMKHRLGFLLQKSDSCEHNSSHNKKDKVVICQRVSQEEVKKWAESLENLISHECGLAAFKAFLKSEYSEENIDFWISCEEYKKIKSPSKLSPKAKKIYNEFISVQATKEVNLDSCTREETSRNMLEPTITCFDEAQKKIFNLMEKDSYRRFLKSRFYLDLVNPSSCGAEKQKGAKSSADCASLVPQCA
#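 MLSMR compounds (23 nl, pin-transferred) preincubated 10 min at room temperature with a 500nM (2x) first reagent, then RGS4 at 900nM (2x) plus Transcreener GDP mix added; fluorescence polarization (620/688 nm) read before and after 90 min at 30 °C.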
# G9a block – inhibitors of human histone lysine methyltransferase G9a; Q96KQ7; G9a H3K9 monomethylation, AlphaScreen, 2 h; Potency, µM (doses to about 102 µM), inactives show at the top dose activity, negative = inhibition, actives largely listed as inhibitors; actives 8.8% (n = 350,000); AID 504332; also: potency is read from the fitted curve at half-maximal effect; % is scaled to controls: 0 for no effect and ±100 for the full control effect; nearly all actives have a fitted effect of over 75% in size
# Target sequence (Q96KQ7 913-1193 limits assumed): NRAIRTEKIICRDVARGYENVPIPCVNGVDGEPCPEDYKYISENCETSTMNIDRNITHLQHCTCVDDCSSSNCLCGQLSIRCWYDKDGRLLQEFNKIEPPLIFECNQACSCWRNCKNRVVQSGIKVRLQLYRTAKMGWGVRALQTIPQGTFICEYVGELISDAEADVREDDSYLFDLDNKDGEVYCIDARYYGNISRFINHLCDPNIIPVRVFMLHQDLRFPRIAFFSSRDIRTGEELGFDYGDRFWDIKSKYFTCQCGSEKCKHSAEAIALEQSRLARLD
#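 Signal arises when biotinylated H3K9 peptide, once monomethylated, bridges streptavidin donor and antibody-captured acceptor beads. Enzyme at 20 nM was preincubated 15 min with test compounds; peptide 500 nM and SAM 20 uM then reacted for 2 h.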
# HP1b binding inh – blocks HP1-beta chromodomain binding to methylated histone tails. AlphaScreen HP1-beta / biotin-H3K9me3 peptide binding. actives 0.56% (n = 390,000). Potency, µM (top dose mostly 114 µM), inactives show top-dose activity change, negative = inhibition, usual class: inhibitors; also: potency is read from the fitted curve at half-maximal effect; nearly all actives have a fitted effect of over 70% in size; inactives centre near 23
#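 Compound inhibition of the preformed complex between 50 nM HP1-beta and 50 nM biotinylated H3K9me3 peptide was read by AlphaScreen. Buffer was PBS pH 7.4 with 0.01% Tween-20. Incubations ran 30 min at room temperature, with 10 ug/mL donor/acceptor beads.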
# BAZ2B inh – blocks human BAZ2B | actives 4.4% (n = 360,000) | Potency, µM (highest dose often 114 µM), for inactives: top-dose activity change, negative = inhibition, hits mostly inhibitors | Q9UIF8 | AlphaScreen BAZ2B-H3K14Ac peptide displacement | AID 504333; also: potency is read from the fitted curve at half-maximal effect; % is scaled to controls: 0 for no effect and ±100 for the full control effect; nearly all actives have a fitted effect of over 60% in size
#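 In this displacement format the biotinylated H3(5-23) peptide acetylated at Lys14 serves as ligand at 50 nM, with BAZ2B at 50 nM in PBS pH 7.4 containing 0.01% Tween-20. Donor and acceptor beads are 10 ug/mL final.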
# * marks the source's active call; other numbers are inactive results; ? = inconclusive; / = no result given; & = joins results of further samples; [ ] = remark or other dose. Unless noted, calls follow the shape of the dose curve; as a rule, active = well fitted curve in the direction sought with a large enough effect; inconclusive = small, poorly fitted or top-dose-only effect, or another doubt; inactive = no such curve, though single readings can be large; an effect the other way counts as inactive or inconclusive. Only part of the results is shown (hit frequency here may not be typical).
Compound	PI4K2A inh	ERG-DNA inh	ALOX12 inh	JMJD2A Tudor inh	GLS inh	RGS4 inh	G9a block	HP1b binding inh	BAZ2B inh
O=C(N1CCCCC1)C12CC3CC(CC(C3)C1)C2	3.6	3.5%	1.9%	1.4%	1.1%	3.5%	?	29.5%	-3.6%
Cc1ccc(-c2nc(SCC(=O)NCc3ccco3)c3c(=O)n(C)c(=O)n(C)c3n2)cc1	0.1	-7.8%	-6.6%	-1.3%	-2.3%	24.6%	4.0%[59 µM]	25.7%[57 µM]	4.0%
COc1ccc(S(N)(=O)=O)cc1C(=O)NCCCN1CCN(c2cccc(Cl)c2)CC1	4.2	-8.5%	0.0%	-17.7%	14.8%	-20.5%	63.0%[activator][12.7 µM]	2.2%	-7.6%
O=C(O)c1ccccc1C(=O)NC1CCCc2ccccc21 (stereo not drawn)	3.0	8.1%	57.3%[activator]	-2.8%	-0.8%	5.1%	10.9%	10.7%	8.7%
CS(=O)(=O)N(CC(=O)NCc1ccncc1)C1CCCCC1	-18.9	1.2%	9.3%	-3.8%	18.7%	-7.2%	-19.4%	27.7%	-36.6%
Cc1cnc(NC(=O)CCNC(=O)c2ccc([N+](=O)[O-])cc2)s1	-0.5	-7.4%	-6.1%	?	19.7%	?	-3.0%	?	-20.9%
Cc1ccc(OC(C)C(=O)Nc2ccc(S(=O)(=O)Nc3nccs3)cc2)cc1 (stereo not drawn)	-4.2	-0.4%	0.4%	-14.0%	8.6%	12.6%	17.5%	-6.9%	4.7%
Nc1ncnc2c1ncn2[C@@H]1O[C@H](CNC(=O)[C@@H]2CCN2)[C@@H](O)[C@H]1O	-12.9	-7.0%	16.1%	-5.0%	0.6%	-3.3%	/	62.2%[activator]	/
CCO/C=C/C(O)(CNC(=O)c1ccc(C(C)(C)C)cc1)C(F)(F)F (stereo not drawn)	6.8	-17.9%	-7.5%	0.3%	0.6%	-10.7%	-18.5%[59 µM]	40.9%[activator]	2.7%
COCc1ccc(C(=O)N2CCCC(N(C)Cc3ccccc3)C2)s1 (stereo not drawn)	5.5	-2.7%	0.0%	-5.8%	8.8%	-10.5%	-6.6%	16.8%	-5.1%
CSc1nsc2nc(=O)c(/C=C3\C(C)=Nc4ccc(C)cc43)c(N)n12	6.1	21.2%	0.0%	-30.3%	10.5%	-26.1%	?	38.2%[activator]	-34.1%
O=C(CN1CCN(CC(=O)Nc2ccccn2)CC1)Nc1ccccn1	2.2	1.2%	-0.9%	-12.4%	0.3%	-6.9%	?	27.9%	?

# The results go on.
Compound	PI4K2A inh	ERG-DNA inh	ALOX12 inh	JMJD2A Tudor inh	GLS inh	RGS4 inh	G9a block	HP1b binding inh	BAZ2B inh
COC(=O)c1ccccc1NC(=O)c1ccc(COc2cc(C)cc(C)c2)o1	3.3&-13.7	-0.9%&-8.9%	-11.1%	12.0%&24.0%	-6.3%&-11.5%	-16.1%&-13.6%	46.3%[activator][59 µM]	46.1%&98.7%[activator]	-5.6%&5.1%
COc1cc2c(cc1OC)CN(C(=O)COc1ccccc1C#N)CC2	1.1	6.1%	-5.4%	?	-5.1%	-31.7%[56.9 µM]	-12.9%[2.33 µM]	17.2%	?
Cc1cc(NC(=O)c2cc(-c3ccccn3)nc3ccc(Br)cc23)no1	-2.5	-12.1%	-0.1%	-12.2%	6.8%	-6.9%	/	33.5%	70.8µM*
O=C1c2ccccc2C(=O)N1CCCc1nc2ccccc2c(=O)n1-c1cccnc1	11.2	5.5%	0.0%	-16.0%	-4.1%	-53.2%	2.4%[59 µM]	24.6%	7.9%
COc1ccc(-c2cc(C(=O)N(C)Cc3ccccc3)c3ccccc3n2)cc1	2.9	-6.1%	?	10.9%	-21.8%	14.1%	18.4%	63.3%[activator]	-2.3%
COc1cc(/C=N/N=C(/C(=O)c2ccccc2)c2ccccc2)cc(OC)c1O	4.5	0.7%	?	44.7µM*	-2.8%	-12.5%	?	?	?
COc1ccc(-c2noc(CC(=O)N(C)c3ccccc3F)n2)cc1	-7.2	-8.2%	0.0%	-2.2%	2.8%	-32.6%	1.7%[59 µM]	43.1%[activator]	0.3%
O=C(C1CCCN(S(=O)(=O)c2ccccc2)C1)N1CCN(c2ccccc2)CC1 (stereo not drawn)	2.3	-2.5%	10.6%	-22.1%	13.5%	21.8%	/	-1.7%	-26.2%
CCCN1C(=O)C2(c3ccccc31)c1c(oc3cc(C)c(C)cc3c1=O)C(=O)N2CCCOC (stereo not drawn)	-3.0	-4.8%	-12.6%	-22.6%	1.8%	-0.2%	-0.9%[59 µM]	3.1%	-0.6%
COc1cccc(CC2(CO)CCCN(S(=O)(=O)N(C)C)C2)c1 (stereo not drawn)	-4.1	0.8%	5.2%	-17.2%	0.1%	8.3%	/	15.6%	-8.0%
CC1N(C(=O)N(C)C)CCN1S(=O)(=O)c1ccccc1 (stereo not drawn)	13.4	13.6%	2.1%	4.8%	-7.7%	12.5%	13.2%	35.0%	-0.7%
CCC(CC)C(=O)c1c[nH]c(C(=O)NCc2cccnc2)c1	3.6	-7.0%	17.4%	-11.9%	-0.4%	31.5%	28.9%	8.9%	-0.4%

# Next section.
Compound	PI4K2A inh	ERG-DNA inh	ALOX12 inh	JMJD2A Tudor inh	GLS inh	RGS4 inh	G9a block	HP1b binding inh	BAZ2B inh
COC(=O)c1[nH]c(C)c(/C(O)=C2\C(=O)C(=O)N(CCN3CCOCC3)C2c2cccs2)c1C (stereo not drawn)	-6.6	-2.0%	?	-24.6%	-5.7%	-23.6%	44.7µM*	11.7%	-4.9%
O=C(Nc1ccc(N2CCN(Cc3ccccc3)CC2)cc1)c1ccccc1[N+](=O)[O-]	-2.7	1.6%	-7.6%	-12.4%	16.6%	5.0%	13.9%[59 µM]	3.0%	-11.2%
CCOc1ccc(NS(=O)(=O)c2ccc(NC(=O)C3CC3)cc2)cc1	-0.1	-2.9%	-9.8%	-12.5%	0.0%	-0.2%	45.3%	25.5%	-27.3%
O=C(Nc1nnc(C2CC2)s1)C1Cc2ccccc2CN1C(=O)c1ccco1 (stereo not drawn)	-8.5	-2.1%	-20.0%	?	-0.1%	-18.6%[11.4 µM]	20µM*	?	50.1µM*
COC(=O)c1ccc(N2CCN(C)CC2)c(NC(=O)c2ccc(-c3ccc(Cl)cc3)o2)c1	-2.4	-1.4%	/	-9.0%	-3.4%	10.4%	14.5%	33.4%	-19.2%
C=CCn1c(=O)c2ccc(C(=O)NCc3ccccc3)cc2n(Cc2cccc(Cl)c2)c1=O	3.5	6.2%	-0.7%	-12.4%	-2.6%	15.6%	-25.9%	25.9%	1.2%
COCCCNc1nnc(Cc2ccc(Cl)cc2)c(=O)[nH]1	-1.6	-12.1%	7.3%	2.7%	4.8%	8.5%	0.6%	18.2%	4.7%
CS(=O)(=O)c1ccc2nc(NC(=O)c3cc(-c4ccccc4)nn3-c3ccccc3)sc2c1	-1.9	13.1%	-1.9%	-12.9%	8.6%	10.6%	-27.4%[59 µM]	25.7%	4.0%
O=C(O)C[C@H]1c2cc(C(F)(F)F)ccc2S(=O)(=O)N1C1CCCCC1	-5.6	-5.0%	-0.1%	-9.2%	16.2%	-18.7%	/	36.6%	/
COc1ccc(NC(=O)c2nc(S(=O)(=O)Cc3cccc(C)c3)ncc2Cl)c(OC)c1	1.5	-12.8%	-7.2%	-13.7%	-0.5%	-17.8%	-41.1%	48.2%[activator]	-36.6%
COc1ccc(-c2nc3cc(NC(=S)NC(=O)Cc4ccccc4)ccc3o2)cc1	-0.2	-14.0%	28.2µM*	-1.7%	-5.7%	-11.8%	-1.3%[59 µM]	27.7%	0.4%
COc1ccc([N+](=O)[O-])cc1NC(=O)C(C)N(C)Cc1cccc(OC)c1OC (stereo not drawn)	6.3	-13.8%	-23.3%	-26.1%	-5.2%	-18.8%	?	5.2%	-9.7%

# Continued, overlapping the part above by 2 compounds.
Compound	PI4K2A inh	ERG-DNA inh	ALOX12 inh	JMJD2A Tudor inh	GLS inh	RGS4 inh	G9a block	HP1b binding inh	BAZ2B inh
COc1ccc(-c2nc3cc(NC(=S)NC(=O)Cc4ccccc4)ccc3o2)cc1	-0.2	-14.0%	28.2µM*	-1.7%	-5.7%	-11.8%	-1.3%[59 µM]	27.7%	0.4%
COc1ccc([N+](=O)[O-])cc1NC(=O)C(C)N(C)Cc1cccc(OC)c1OC (stereo not drawn)	6.3	-13.8%	-23.3%	-26.1%	-5.2%	-18.8%	?	5.2%	-9.7%
CC(C)Oc1ccc(S(=O)(=O)N2CCCCC2)cc1NC(=O)CN1C(=O)NC(C)(C2CC2)C1=O (stereo not drawn)	2.9	-12.8%	-0.6%	-21.9%	8.5%	-14.9%	-10.9%[2.33 µM]	5.9%	14.1%
Cn1cc(Br)c(C(=O)N/N=C/c2cc3ccccc3nc2Cl)n1	-4.8	13.8%	19.7%	-11.9%	-2.1%	-6.6%	36.7%	73.3%[activator]	-0.1%
N#Cc1ccc(NC(=O)COc2ccc(-n3cnnn3)cc2)cc1	-7.4	5.3%	?	-8.3%	-9.3%	-25.3%	/	27.9%	/
COc1ccc(/C=N/NC(=O)Cn2cnc3c2c(=O)n(C)c(=O)n3C)c(OC)c1OC	2.2	6.0%	0.0%	13.8%[57.1 µM]	-7.0%	-49.1%	2.3%	56.5%[activator]	-3.2%
CCCCn1cnc2c1c(=O)n(C)c(=O)n2C	-5.2	6.9%	-5.0%	-13.5%	-5.1%	-3.4%	6.4%[59 µM]	7.1%	-2.3%
